Screens from PubChem.
FEN1 inhibitor: inhibitors of human flap endonuclease 1. P39748. Recombinant FEN1 flap cleavage, fluorescence, 15 min. Potency, µM (series often up to 114 µM), for the others: top-dose activity change, negative = inhibition, actives largely listed as inhibitors. actives 0.35% (n = 390,000). AID 588795; note: nearly all actives have a fitted effect of over 65% in size
Target sequence (P39748 whole entry, looked up): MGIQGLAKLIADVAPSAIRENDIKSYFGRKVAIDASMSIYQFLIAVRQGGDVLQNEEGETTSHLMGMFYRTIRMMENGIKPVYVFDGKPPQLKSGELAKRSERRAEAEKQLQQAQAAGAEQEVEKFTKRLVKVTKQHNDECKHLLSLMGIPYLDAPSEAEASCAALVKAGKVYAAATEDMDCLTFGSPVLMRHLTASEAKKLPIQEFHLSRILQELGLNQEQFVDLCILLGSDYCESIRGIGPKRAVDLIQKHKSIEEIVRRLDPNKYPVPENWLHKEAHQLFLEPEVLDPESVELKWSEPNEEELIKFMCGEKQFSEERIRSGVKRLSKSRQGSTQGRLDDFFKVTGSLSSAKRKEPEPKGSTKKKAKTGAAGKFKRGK
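Recombinant FEN1 (10 nM) was preincubated with pin-transferred compounds for 15 min at room temperature, then flap DNA substrate (50 nM final) was added. Plates were read at 0 and 15 min, and normalized concentration–response data were fitted to a four-parameter Hill equation.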
N370S GC: inhibits or activates N370S mutant glucocerebrosidase. N370S GC spleen homogenate, 4MU-glucoside fluorescence. Potency, µM (top dose mostly 59.4 µM), for the others: at the top dose activity change, negative = inhibition, most hits filed as inhibitors. actives 0.092% (n = 330,000). P04062;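 note: 0% = full enzyme activity and -100% = no enzyme basal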
TDP1 inh: TDP1 (human) enzyme inhibition; Q9NUW8; recombinant TDP1, AlphaScreen DNA substrate cleavage; Potency, µM (doses to about 130 µM), inactives show top-dose activity change, negative = inhibition, actives largely listed as inhibitors; actives 0.28% (n = 350,000); note: nearly all actives have a fitted effect of over 40% in size
Target sequence (Q9NUW8 whole entry, looked up): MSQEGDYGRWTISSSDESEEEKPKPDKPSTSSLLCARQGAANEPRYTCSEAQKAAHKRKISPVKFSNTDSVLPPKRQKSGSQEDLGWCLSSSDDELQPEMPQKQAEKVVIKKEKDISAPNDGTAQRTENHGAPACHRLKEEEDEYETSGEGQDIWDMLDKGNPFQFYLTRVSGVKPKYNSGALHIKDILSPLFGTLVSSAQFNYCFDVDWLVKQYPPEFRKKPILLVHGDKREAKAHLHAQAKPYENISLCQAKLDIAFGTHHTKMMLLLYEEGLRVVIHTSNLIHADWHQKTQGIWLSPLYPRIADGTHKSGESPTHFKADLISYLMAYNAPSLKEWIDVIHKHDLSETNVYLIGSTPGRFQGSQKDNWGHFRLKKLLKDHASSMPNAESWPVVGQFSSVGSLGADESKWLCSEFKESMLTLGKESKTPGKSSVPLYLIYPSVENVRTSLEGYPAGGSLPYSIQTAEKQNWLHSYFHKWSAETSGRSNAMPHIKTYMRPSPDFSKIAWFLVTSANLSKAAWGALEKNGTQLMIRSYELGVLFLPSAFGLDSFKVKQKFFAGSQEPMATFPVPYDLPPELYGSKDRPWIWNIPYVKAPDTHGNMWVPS
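E. coli-derived human Tdp1, 1 nM final. Cpd preinc 15 min RT; substrate 15 nM final, 5 min RT; AS bead mix 10 ug/ml final, 10 min RT. Signal loss = tyrosine-FITC cleavage. No-enzyme wells = max signal.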
* = called active by the depositor; ? = inconclusive; . = not tested or not shown; [ ] = another dose, or the depositor's remark. Calls come from the whole dose curve; as a rule, active = well fitted curve in the direction sought with a large enough effect; inconclusive = small, poorly fitted or top-dose-only effect, or another doubt; inactive = no such curve, though single readings can be large; an effect the other way counts as inactive or inconclusive. Unless noted, % is set by controls: 0 for no effect and ±100 for the full control effect; potency is the fitted concentration of half-maximal effect.

SMILES,N370S GC,FEN1 inhibitor,TDP1 inh
COc1ccc(NC(=O)C2CCC(CNS(=O)(=O)c3csc(C(N)=O)c3)CC2)cc1OC (stereo not given),5%,18%,1%
O=C(CN1CCN(Cc2ccccc2Cl)C1=O)N1CCCCCC1,3%,-5%,2%
CC(C)C(=O)Nc1ccc(-c2ccc3nncn3n2)cc1,17%,-4%,0%
CCOc1ccc2c(c1)c(N=NC(=N)N)c(O)n2C,-25%,-2%,5%
COc1ccc(/C=C/C(=O)NC(=S)NNC(=O)c2cccs2)cc1OC,2%,13%,8%
CC(C)COc1ccc(C(=O)N(Cc2cccc(F)c2)C2CCS(=O)(=O)C2)cc1 (stereo not given),.,-13%,5%
Cc1ccc(-n2nc3c(=O)n(C(C)C(=O)NCCCc4ccccc4)nc(C)c3c2C)cc1 (stereo not given),-14%,-9%,1%
COc1cccc(CC2(CO)CCCN(CC3=Cc4cc(Cl)ccc4OC3)C2)c1 (stereo not given),-7%,-8%,4%
O=C(/C=C/c1ccco1)N1CCc2ccccc21,3%,2%,3%
CC(OC(=O)c1ccncc1)C(=O)Nc1cccc(Cl)c1 (stereo not given),-5%,-4%,-5%
CC1=CC(C)(C)NC(=S)N1c1cc(C)cc(C)c1,6%,0%,3%
N[C@@H](C(=O)O)[C@H](CC(=O)O)c1ccc(Cl)cc1,14%,.,6%
CN(C)CCCNc1cc(C(C)(C)C)nc2c(-c3ccc(Cl)cc3)cnn12,-1%,-7%,4%
O=C(Nc1cccnc1)c1sc(Nc2ccccc2F)nc1-c1ccccc1,-13%,1%,5%
COc1cccc(NC(=O)[C@@H](NC(=O)N2CCn3c2nc2ccccc23)C(C)C)c1,-2%,6%,6%
CC(C)c1ccc(N(CC(=O)NCCc2ccccc2)C(=O)c2csnn2)cc1,-5%,-4%,8%
CCCCC(=O)OCc1cc(=O)n2nc(C3CC3)sc2n1,.,9%,-8%
Cc1ccc(-c2nc(CS(=O)(=O)CC(=O)N3CCN(c4cccc(C)c4C)CC3)c(C)o2)cc1,.,10%,0%
Cc1cc(=O)c(C(=O)O)cn1Nc1ccc(F)cc1,1%,5%,5%
NC(N)=N/N=C/c1ccc(Cl)c(Cl)c1,-5%,-16%,.
CN1CCN(NC(=O)c2cn(-c3ccccc3)nc2-c2cccc(Br)c2)CC1,10µM*,-1%,5%
Cc1oc(-c2ccc(Cl)cc2)cc1C(=O)/C(C#N)=C/Nc1ccccc1,6%,7%,8%
COc1ccccc1N1CCN(C(=O)C2CCCN(c3ncnc4c3nc3n4CCCCC3)C2)CC1 (stereo not given),15%,-3%,6%
C=CCn1c(N2CCCCCC2)nc2c1c(=O)[nH]c(=O)n2C,-13%,0%,7%
CCCCC(c1nnnn1C1CCCC1)N1CCN(C2CCCCC2)CC1 (stereo not given),0%,1%,4%
Cc1ccc(S(=O)(=O)N2CCN(C(=O)COC(=O)CCCOc3ccccc3)CC2)c(C)c1,.,-27%,-3%
C/C=C/C(=O)OCC(=O)Nc1cc(-c2cc(C)c(C)cc2C)nn1-c1ccccc1,26%,-1%,-3%
Cc1ccc(/C=C/c2nc3ccccc3[nH]2)cc1,.,-17%,5%
Cc1ccc(C(=O)N/N=C/c2ccc(OC(=O)c3ccccc3Cl)cc2)cn1,-15%,0%,.
CCN(CC)CCn1c2ccccc2c2cnc(N=CN(C)C)c(C#N)c21,0%,35µM*,-8%
C=C(NC(=O)C(=C)NC(=O)c1csc(C2=NC3c4csc(n4)C4NC(=O)c5csc(n5)C(C(C)(O)C(C)O)NC(=O)C5CSC(=N5)C(=CC)NC(=O)C(C(C)O)NC(=O)c5csc(n5)C3(CC2)NC(=O)C(C)NC(=O)C(=C)NC(=O)C(C)NC(=O)C(C(C)CC)NC2C=Cc3c(C(C)O)cc(nc3C2O)C(=O)OC4C)n1)C(N)=O (stereo not given),-4%,.,5%
CC(C)(C)NC(=O)c1cc(F)c(F)cc1Cl,2%,4%,6%
COc1ccc(NC(=O)COC(=O)/C=C/c2ccc(OC)c(S(=O)(=O)N3CCOCC3)c2)cc1,-12%,3%,-2%
C/C(=N\Nc1cccc(C(F)(F)F)c1)c1ccc(O)cc1,-9%,-13%,2%
NC(=O)CSc1nc2cc3c(cc2c(=O)n1CCCC(=O)NCc1ccc2c(c1)OCO2)OCO3,-22%,-2%,6%
COc1ccccc1NCC(=O)N/N=C/c1cccnc1,-24%,-2%,9%
CC(=O)Nc1ccc(NC(=O)COc2ncnc3ccccc23)cc1,2%,6%,6%
CC(=O)Nc1c(O)nc(SCC(=O)Nc2ccc(C(C)=O)cc2)[nH]c1=O,-2%,-3%,3%
Cc1cc(N2CCN(c3ccc([N+](=O)[O-])c4cccnc34)CC2)c2ccccc2n1,-8%,2%,3%
COc1ccc(-c2cn(CCC(=O)O)c(C)n2)cc1,4%,-3%,0%

Part of the list above in a different format:
COc1ccc(-c2cn(CCC(=O)O)c(C)n2)cc1
- N370S GC = 4%
- FEN1 inhibitor = -3%
- TDP1 inh = 0%
CC(=O)Nc1c(O)nc(SCC(=O)Nc2ccc(C(C)=O)cc2)[nH]c1=O
- N370S GC = -2%
- FEN1 inhibitor = -3%
- TDP1 inh = 3%

Other records
SMILES,N370S GC,FEN1 inhibitor,TDP1 inh
Cc1ccc(OCC(=O)Nc2cc(C)on2)c([N+](=O)[O-])n1,-3%,2%,8%
CCN(CC)S(=O)(=O)c1ccc(N2CCOCC2)c(NC(=O)c2cccc(C#N)c2)c1,3%,-4%,8%
CCc1cc2c(=O)n(-c3ccccc3)c(SCC(=O)O)nc2s1,1%,-1%,1%
O=c1c2c(nc3n1CCCCC3)-c1ccccc1CC21CCCCC1,-21%,-5%,0%
COc1ccc(C)cc1NC(=O)c1ccc2c(c1)N(Cc1cccc(Cl)c1)C(=O)c1ccccc1S2=O (stereo not given),.,2%,-3%
O=C(COc1ccc(Cl)cc1)NNC(=O)C(=O)N1CCCCC1,17%,3%,6%
CCOc1ccc(C2C(C(=O)c3cccs3)=C(O)C(=O)N2Cc2cccnc2)cc1 (stereo not given),-3%,-3%,-3%
COc1ccc(-c2csc(NC(=O)c3ccc(S(=O)(=O)N4CCc5ccccc5C4)cc3)n2)c(OC)c1,-7%,-3%,3%
COc1cccc(CN2C(=O)c3ccccc3Sc3ccc(C(=O)N(C)Cc4ccccc4)cc32)c1,.,?,5%
CN(CC(=O)Nc1ccc(Cl)c(C(F)(F)F)c1)C(=O)C1CSC2(C)CCC(=O)N12 (stereo not given),2%,-6%,-1%
CCC(=O)N1CCc2cc(S(=O)(=O)N3CCN(c4ccccc4F)CC3)ccc21,.,3%,-2%[12.3 µM]
CCOC(=O)N1CCN(C(=S)Nc2cc(S(=O)(=O)N3CCOCC3)ccc2Cl)CC1,3%,?,2%
COCCCn1c(SCC(=O)N2CCCCC2C)nnc1-c1ccco1 (stereo not given),-12%,1%,4%
O=C(NCCN1CCOCC1)c1cc(-c2cccc(O)c2)on1,-5%,-2%,7%
Cc1ccc(S(=O)(=O)N2CCOCC2)cc1NC(=O)CNCc1ccccc1Cl,-1%,-2%,1%
COc1cc(C(=O)Nc2ccc(NC(=O)c3ccccc3)nc2)cc(OC)c1OC,-20%,-6%,3%
CCn1nc(C)cc1C(=O)N1CCc2c([nH]c3ccccc23)C1c1cc(F)ccc1F (stereo not given),-12%,-15%,.
Cc1ccc(N(CC(=O)NC(C)C)C(=O)CCC(=O)Nc2nccs2)cc1,-4%,18%,.
CCN(CC(=O)Nc1ccc(Cl)c(C(F)(F)F)c1)CC(=O)NC1CCS(=O)(=O)C1 (stereo not given),?,3%,-2%
S=C1NCCNC(=S)NCCOCCOCCN1,-6%,7%,0%
Cc1ccccc1-c1noc(CSc2nc3ccccc3[nH]2)n1,.,-2%,3%
COc1cc(NS(=O)(=O)c2c(C)nc3sc(C)c(C)n3c2=O)cc(OC)c1,.,-2%,8%
COC(=O)COc1ccc(S(=O)(=O)N2CCCCCC2)cc1,6%,2%,5%
CCCC1=C(C(=O)OCC)C(c2ccncc2)n2ncnc2N1 (stereo not given),-7%,-7%,2%
CCOC(=O)c1c(NC(=O)CSc2nnc(C)c(=O)[nH]2)sc2c1CCC2,26%,-2%,3%
O=C(c1ccc(F)cc1F)N1CCC(N2CCC(C(=O)N3CCOCC3)CC2)CC1,1%,-2%,6%
CCOc1ccc(NC(=O)CN(C)C(=O)c2ccc3nc(CC)c(CC)nc3c2)cc1OCC,-3%,1%,5%
COc1cc(NC(=O)c2cc(-n3cnnc3)ccc2Cl)cc(OC)c1,-5%,10%,2%
CCOC(=O)N1N=C(c2ccc(OC)cc2)CC1(O)C(F)(F)F (stereo not given),7%,0%,1%
CC(C)(C)OC(=O)NCc1ccc(NC(=O)c2nc[nH]c2C(=O)NCCCNC(=O)c2[nH]cnc2C(=O)Nc2ccc(CNC(=O)OC(C)(C)C)cc2)cc1,.,4%,-3%
Cc1ccc(C(=O)N/N=C\c2ccccc2[N+](=O)[O-])cn1,2%,9%,6%
Cc1ccc(C)c(N2CCN(C(=O)CCn3c(=O)c4cccn4c4cccnc43)CC2)c1,.,-17%,8%

Sorted by molar mass (falling): four of the compounds above
SMILES,N370S GC,FEN1 inhibitor,TDP1 inh
Cc1ccc(C)c(N2CCN(C(=O)CCn3c(=O)c4cccn4c4cccnc43)CC2)c1,.,-17%,8%
CCOC(=O)c1c(NC(=O)CSc2nnc(C)c(=O)[nH]2)sc2c1CCC2,26%,-2%,3%
CCOC(=O)N1N=C(c2ccc(OC)cc2)CC1(O)C(F)(F)F (stereo not given),7%,0%,1%
Cc1ccc(C(=O)N/N=C\c2ccccc2[N+](=O)[O-])cn1,2%,9%,6%

(cont.)
SMILES,N370S GC,FEN1 inhibitor,TDP1 inh
Cc1ccc(NC(=O)c2ccco2)c(NC(=O)c2ccccc2)c1,0%,-5%,.
Cc1ccc(Cl)cc1NC(=O)CN1C(=O)CCc2ccccc21,.,6%,0%
C[C@@H](NC(=O)[C@@H]1Cc2ccccc2CN1C(=O)OC(C)(C)C)C(=O)NCc1ccco1,-1%,17%,-1%
Fc1cccc(Cc2noc(CN3CCCCC3CCc3ccccn3)n2)c1 (stereo not given),3%,0%,0%
COc1ccc(S(=O)(=O)N(C)CC(=O)NCC2CCCO2)cc1OC (stereo not given),-2%,-1%,.
O=C(OC(C(=O)Nc1cc(Cl)cc(Cl)c1)c1ccccc1)C1=COCCO1 (stereo not given),28%,?,4%
Cc1cc(C)n(CC(=O)Nc2ccc3c(c2)OCO3)c(=O)c1C#N,-1%,-3%,3%
O=C(COC(=O)C1CC2C=CC1C2)Nc1cccc(S(=O)(=O)N2CCOCC2)c1 (stereo not given),-17%,13%,.
Cc1c(C(=O)Nc2cccc(Cl)c2)oc2ccc(S(=O)(=O)N3CCCCCC3)cc12,.,-13%,5%
Cc1cc2c(cc1Cl)C(c1ccc3c(c1)OCO3)CC(=O)O2 (stereo not given),-15%[89.1 µM],.,2%
Cc1c(C(=O)OC2CCC(C)CC2)[nH]c2c1C(=O)CC(c1ccc(N(C)C)cc1)C2 (stereo not given),.,3%,2%
COc1ccccc1CN(C)CC(=O)Nc1cccc2ccccc12,-2%,-24%,5%
CC(C)(C)c1ccc(C(=O)N2CCC(=O)N([C@H](COCc3ccc(Cl)cc3)Cc3ccccc3)CC2)cc1,9%,.,-3%[96 µM]
COc1ccc(-n2c(=S)[nH]c3cc(C(=O)NC4CCCCC4)ccc3c2=O)c(OC)c1,0%,2%,1%
Cc1ccc2nc(C(O)C(O)c3nc4ccc(C)cc4[nH]3)[nH]c2c1 (stereo not given),8%,-10%,0%
COc1ccc(NS(=O)(=O)c2cccc(NC(=O)c3ccc(S(=O)(=O)N4CCCCCC4)cc3)c2)cc1,-9%,-11%,4%
Cc1csc(N(C)C(=O)CSc2nnc(COc3ccccc3C)o2)n1,2%[12.8 µM],2%,6%
NC(=O)c1c(NC(=O)c2c(F)cccc2F)sc2c1CCN(Cc1ccccc1)C2,-9%,9%,.
Cc1ccc(S(=O)(=O)N2CCC(C(=O)NNC(=O)c3ccccc3O)CC2)cc1C,-3%,1%,.
Cc1[nH]n(C2=NCCS2)c(=O)c1N=Nc1ccccc1,0%,1%,6%
Cc1ccc(S(=O)(=O)N2CCCN(S(=O)(=O)c3ccc(C)c(C)c3)CC2)cc1C,10%,-1%,-1%
COC(=O)c1ccc(OC(=O)c2ccccn2)cc1,2%,-5%,-3%
CCN1CCN(C(CNS(=O)(=O)c2ccc(Cl)cc2)c2ccccc2)CC1 (stereo not given),-26%,-13%,2%

Not a hit list (roughly 0.57% active in at least one column).
